Bioassay records (PubChem BioAssay)
M. tuberculosis HTS = M. tuberculosis growth inhibition, HTS (AID 449762) | M. tuberculosis H37Rv growth inhibition, 7H9 media; higher % means a stronger effect | 330,000 tested, 0.59% active | inhibition, % at 25 µM; hits with a dose series show IC50 in µM; in the data active = a potency from the dose series; inconclusive = inhibition above about 70% without an active follow-up result;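 note: bacterial growth assessed after seven days of incubation; strong numbers were not always called active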
Salmonella PhoP GFP = PhoP regulon inhibitors, Salmonella typhi PhoP promoter GFP reporter, confirmatory (AID 1850); Salmonella Typhi PhoP-promoter GFP reporter, fluorescence, 4 h; higher % means a stronger effect; one-dose inhibition, % at 50 µM; IC50 in µM for titrated hits; 310,000 tested, 0.33% active; in the data active = a potency from the dose series; inconclusive = inhibition mostly from about 25% at the one dose, without a potency; inactive = the rest, 99 in 100 with inhibition below about 19%;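 note: 0% = induced wells with vehicle and 100% = uninduced wells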
M. tuberculosis = growth inhibition of non-replicating M. tuberculosis (AID 488890); Mycobacterium tuberculosis non-replicating, growth inhibition; higher % means a stronger effect; inhibition, % at 25 µM, or IC50 in µM where a hit was titrated; 320,000 tested, 0.39% active; in the data active = a potency from the dose series; inconclusive = inhibition mostly from about 82% at the one dose, without a potency; inactive = the rest, 99 in 100 with inhibition below about 76%;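 note: plate controls were DMSO cells for no effect and high antibiotic wells for full effect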
inhibitors of VEEV = inhibitors of VEEV TC-83 cytopathic effect, confirmation, Vero cells (AID 588727) | Vero cells, VEEV TC-83 cytopathic effect inhibition; higher % means a stronger effect | inhibition, % at 20 µM, or IC50 in µM where a hit was titrated | 350,000 tested, 0.13% active; in the data active = a potency from the dose series; inconclusive = inhibition mostly from about 14% at the one dose, without a potency; inactive = the rest, 99 in 100 with inhibition below about 12%; note: strong numbers were not always called active
H1N1 NS1A inhibition = NS1A inhibition, H1N1 influenza, cell based functional assay (AID 504329) | NS1A functional cell-based assay, percent inhibition; higher % means a stronger effect | one-dose inhibition, % at 12.5 µM; IC50 in µM for titrated hits | 340,000 tested, 0.3% active; in the data active = a potency from the dose series; inconclusive = inhibition above about 27% without an active follow-up result; note: strong numbers were not always called active
inhibitors of VEEV 10K pilot screen = second read-out of inhibitors of VEEV, no call of its own (marks repeat the call); inhibition, %; measured here: 10K pilot screen inhibition
The depositor's hits bear a star; i = inactive; ? = inconclusive; . = no result given; & = joins results of further samples. Rows are unselected; overall some 1.4% were active at least once.

SMILES	M. tuberculosis HTS	Salmonella PhoP GFP	M. tuberculosis	inhibitors of VEEV	H1N1 NS1A inhibition	others
CS(=O)(=O)N(Cc1ccc(C(=O)NCc2ccco2)cc1)c1ccccc1	-5.7%	6.1%	-2.5%	0.5%	-4.4%
O=C(NCc1csc(-c2cccs2)n1)c1cccc(Cl)c1	7.8%	-3.2%	12.8%	4.4%	15.1%
O=C1CCCN1C(=O)COc1cc(F)ccc1[N+](=O)[O-]	6.0%	.	-3.0%	i	-0.9%
COc1ccccc1CCC(=O)Nc1ccc(S(=O)(=O)Nc2nccs2)cc1	2.5%	-1.7%	7.2%	3.7%	-5.0%
CC(C)NC(=O)COc1ccc(OCc2ccccc2)cc1	-4.3%	13.1%	62.9%	1.2%	-6.7%
Cc1cccnc1NC(=O)c1ccc(NS(=O)(=O)/C=C/c2ccccc2)cc1	14.1%	7.2%	2.4%	2.5%	-5.0%
O=C(CNc1ccc2c(c1)OCO2)N/N=C\c1cn(Cc2ccccc2)c2ccccc12	-4.0%	-3.5%	-14.2%	1.2%	-0.6%	inhibitors of VEEV 10K pilot screen=3.4
CCOC(=O)c1c(NC(=O)CSc2nccc(=O)[nH]2)sc(C)c1C	-3.0%	-5.2%	8.2%	1.2%	11.6%
C/C(=N\NC(=O)c1cc(-c2ccncc2)nc2ccccc12)c1ccc(N2CCOCC2)cc1	2.5%	-8.3%	-28.7%	0.0%	-8.7%
O=C(NCc1cccnc1)NC1CCCCC1	-0.4%	-4.3%	-55.6%	i	-11.9%
CCOC(=O)C1CCN(S(=O)(=O)c2ccc3[nH]c4c(c3c2)CCCC4)CC1	3.0%	-4.0%	14.2%	2.5%	-6.4%
CCOc1ccc(N(CC(=O)Nc2ccc(C)cc2C)S(C)(=O)=O)cc1	-12.3%	-5.0%	1.0%	0.0%	-21.7%
CCOC(=O)c1cnc2ccc(C(=O)OC)cc2c1NCCCN1CCOCC1	8.2%	-0.2%	1.6%	3.1%	-9.2%
CCOC(=O)c1cnc(SC)nc1Sc1ccc(Cl)cc1Cl	-5.6%	3.2%	12.7%	1.3%	-25.5%
CCOc1ccc(NC(=O)C(c2ccccn2)N(C(=O)CCl)c2ccc(OCC)cc2)cc1 (stereo not given)	-21.7%	-4.6%	72.5%	i	20.9%
Cc1cccc(C(=O)c2c(N)sc3c2CCC(C)C3)c1 (stereo not given)	0.6%	-5.6%	-0.3%	i	1.2%
O=C(N/N=C\c1cc(Cl)ccc1O)c1ccc(S(=O)(=O)N2CCCCC2)cc1	-0.8%	-17.6%	32.7%	8.6%	21.0%	inhibitors of VEEV 10K pilot screen=13.2
CC(NS(=O)(=O)OCC(Cl)(Cl)Cl)c1ccc(C(C)(C)C)cc1 (stereo not given)	50.9%	-0.7%	27.5%	10.2%	-1.3%
CC=Cc1cc(OC)c2c(c1)C(C)C(c1ccc(O)c(OC)c1)O2 (stereo not given)	.	.	.	2.8%	3.9%
CCC1=Nc2cc(C(=O)N3CCC4(CC3)OCCO4)ccc2Sc2ccc(C)cc21	6.4%	-21.6%	20.2%	4.1%	0.5%

The final 6 entries of the section before lead into the next:
SMILES	M. tuberculosis HTS	Salmonella PhoP GFP	M. tuberculosis	inhibitors of VEEV	H1N1 NS1A inhibition	others
CCOc1ccc(NC(=O)C(c2ccccn2)N(C(=O)CCl)c2ccc(OCC)cc2)cc1 (stereo not given)	-21.7%	-4.6%	72.5%	i	20.9%
Cc1cccc(C(=O)c2c(N)sc3c2CCC(C)C3)c1 (stereo not given)	0.6%	-5.6%	-0.3%	i	1.2%
O=C(N/N=C\c1cc(Cl)ccc1O)c1ccc(S(=O)(=O)N2CCCCC2)cc1	-0.8%	-17.6%	32.7%	8.6%	21.0%	inhibitors of VEEV 10K pilot screen=13.2
CC(NS(=O)(=O)OCC(Cl)(Cl)Cl)c1ccc(C(C)(C)C)cc1 (stereo not given)	50.9%	-0.7%	27.5%	10.2%	-1.3%
CC=Cc1cc(OC)c2c(c1)C(C)C(c1ccc(O)c(OC)c1)O2 (stereo not given)	.	.	.	2.8%	3.9%
CCC1=Nc2cc(C(=O)N3CCC4(CC3)OCCO4)ccc2Sc2ccc(C)cc21	6.4%	-21.6%	20.2%	4.1%	0.5%
Cc1cc(=O)[nH]c(SCc2cccc(F)c2)n1	-1.6%	-0.5%	-4.9%	1.4%	1.6%
COc1ccc(-c2cc(C)no2)cc1S(=O)(=O)N1CCN(C(=O)c2ccco2)CC1	-7.2%	7.4%	2.4%	2.7%	6.3%
CC12C=CC(=O)C=C1CCC1C3CCC(O)(C(=O)CO)C3(C)CC(O)C12F (stereo not given)	.	.	.	5.2%	-22.4%
CC1CCCN(S(=O)(=O)c2ccc(C(=O)Nc3nnc(C4=COCCO4)o3)cc2)C1 (stereo not given)	66.3%	6.0%	14.1%	9.8%	-13.7%
Nc1nc(-c2ccc(Cl)cc2)nnc1-c1ccc(Br)cc1	7.4%	-10.9%	22.3%	1.8%	-6.7%
CCOc1ccc2nc(SCC(=O)N3CCCCCC3)c(C#N)cc2c1	4.2%	5.5%	4.8%	4.3%	3.9%
O=C(NC1C2CC3CC(C2)CC1C3)C1CCCCC1 (stereo not given)	2.5%	-5.2%	66.2%	1.0%	-30.1%
COc1ccc2c(Cl)c(C(=O)NCCCn3ccnc3)sc2c1	-9.4%	3.0%	41.7%	i	12.8%
Cc1cccc(C)c1NC(=O)COc1ccccc1C(=O)Nc1ccc(Br)cn1	3.2%	-1.8%	-5.2%	i	1.0%
CCCC[C@@H]1C=C(C(=O)O)[C@H](c2ccc(Br)cc2)N1S(=O)(=O)c1ccc(C)cc1	9.5%	.	56.4%	0.0%	3.4%
CCOC(=O)C(NC(=O)CC)(Nc1nc2c(s1)CCCC2)C(F)(F)F (stereo not given)	1.3%	-8.7%	-3.3%	2.5%	7.6%
Cc1nnc(SC(C)C#N)n1-c1ccccc1 (stereo not given)	-6.1%	6.4%	-3.0%	0.7%	-10.9%
COc1cc(/C=C/c2noc(-c3ccccc3O)n2)ccc1OC(C)=O	22.6%	0.7%	-2.9%	2.4%	-16.3%
S=C(c1ccc(-c2ccc(Cl)c(Cl)c2)o1)N1CCOCC1	-6.2%	-15.9%	19.4%	2.8%	8.0%
COc1ccc(S(=O)(=O)N2CCC(C(=O)Nc3cccc(Cl)c3)CC2)cc1OC	-3.9%	-4.2%	33.6%	i	-0.8%
COc1cccc(NC(=O)c2cccs2)c1	-7.0%	-3.4%	14.3%	0.4%	3.8%
COc1ccc(/C=N/NC(=O)c2ccc[nH]2)cc1	2.8%	1.2%	0.8%	1.9%	-3.2%
Cc1ccc(NC(=O)C2CCN(S(=O)(=O)c3ccc4c(c3)NC(=O)C(C)S4)CC2)c(C)c1 (stereo not given)	68.9%	-12.7%	18.9%	0.2%	-2.4%
COc1ccccc1N1CCN(C(=O)c2oc3cc(C)cc(C)c3c2C)CC1	58.8%	-5.2%	7.2%	1.9%	-1.8%
Cc1cc(C)n2cc(COc3ccccc3)nc2n1	5.5%	-5.0%	0.8%	0.1%	0.6%
C[C@@H]1CC2C3CC=C4C[C@@H](O)CC[C@]4(C)C3CC[C@]2(C)[C@H]1O (stereo not given in full)	-1.2%	.	9.3%	i	-25.1%
CC(C)CN1CCN(Cc2ccc(C#CC(C)(C)O)cc2)CC1CCO (stereo not given)	-2.5%	3.5%	-13.6%	0.4%	6.6%
CCCS(=O)(=O)N1CCC(C(=O)NCCCN(C)Cc2ccccc2)CC1	-2.0%	-2.4%	-7.0%	2.0%	-4.0%
CNCc1ccccc1OCc1ccc(F)cc1	-3.0%	-4.9%	7.9%	i	-9.8%
Cc1c(O)c(S(=O)c2ccccc2)c(=O)n(-c2ccccc2)c1-c1ccccc1 (stereo not given)	1.5%	-2.1%	1.0%	0.9%	0.0%
CCN(CC)c1nc(SCC(=O)O)nc(N(CC)CC)n1	-28.7%	-2.8%	22.7%	2.9%	17.1%
CC(=O)Nc1ccc(S(=O)(=O)N2CCC(c3nc4ccc(C)cc4[nH]3)CC2)cc1	4.8%	-12.7%	38.2%	1.2%	4.2%	inhibitors of VEEV 10K pilot screen=1.5
CN1CCC(OC(=O)Cc2ccc(Cl)cc2)CC1	-5.2%	4.5%	-2.1%	1.8%	1.6%
Cc1c(NC(=O)c2cccs2)cccc1-c1nc2ccccc2s1	-0.1%	-7.6%	41.2%	4.1%	2.0%
CCN1CCN(C(=O)COc2ccc3oc4c(c3c2)CCCC4)CC1	9.9%	.	35.0%	i	3.0%
CCCCOc1ccc(/C=C/C2=CC(C)(C)NC(=S)N2)cc1OCC	8.9%	-14.1%	25.0%	1.0%	-2.4%
O=C(Nc1ccc(F)cc1)c1ccc2nc[nH]c2c1	5.2%	7.7%	32.4%	1.7%	0.5%	inhibitors of VEEV 10K pilot screen=3.3
C#CCOCCOCCOCCNc1nc(N2CCN(C(=O)[C@H](CCC(=O)O)n3cc(C(N)CC(C)C)nn3)CC2)nc(N2CCN(C(=O)[C@H](Cc3ccc(O)cc3)n3cc(C(N)[C@H](C)CC)nn3)CC2)n1 (stereo not given in full)	-4.2%	3.0%	-1.8%	.	.
Cn1c(N)c(C(=O)COC(=O)COc2ccc(Cl)cc2)c(=O)n(C)c1=O	-2.4%	.	48.6%	1.8%	-0.7%
CN(C(=O)CN1C(=O)c2ccccc2S1(=O)=O)c1ccccc1C(=O)O	-0.6%	-12.2%	-7.6%	i	-1.3%
N#CCCn1cc(/C=N/O)c(-c2ccc(-c3ccccc3)cc2)n1	1.6%	4.1%	9.1%	2.8%	11.2%
CCn1c(SCC(=O)Nc2ccc(Cl)cc2)nnc1C1CC1	2.6%	-0.4%	39.5%	1.2%	0.1%
CN1CN(C)c2cccc3cccc1c23	-7.7%	18.6%	-3.4%	0.9%	9.4%
COc1cccc(NC(=O)Cc2ccccc2)c1	-2.6%	2.2%	5.8%	0.5%	6.6%
N#Cc1cc(-c2ccccc2)oc1NC(=O)c1ccccc1	2.2%	-4.2%	-2.7%	1.2%	0.6%
Cc1cc(C)c(C)c(S(=O)(=O)N2CCN(C)CC2)c1C	-4.4%	-10.0%	-0.7%	i	0.3%
COc1ccc(C)cc1NC(=S)N1CCN(c2ccccn2)CC1	1.3%	-8.2%	2.4%	i	-0.1%
CC1CCC2(CC1)NC(=O)N(CC(=O)c1cn(CCC#N)c3ccccc13)C2=O (stereo not given)	10.1%	1.9%	-12.8%	1.5%	-10.6%
Cn1c(=O)c2c(SCC(=O)N3CCOCC3)nc(C3CC3)nc2n(C)c1=O	-4.3%	-4.0%	2.5%	0.5%	-8.6%
CCn1cc(C(=O)Nc2ccccc2)c(=O)c2ccc(C)nc21	7.7%	-8.6%	9.3%	.	.
CCSCc1nc(N)nc(NCCc2ccccc2)n1	4.3%	-4.6%	-3.0%	i	-8.7%
CC(=O)C1=C(O)C(=O)N(c2ccc(Br)cn2)C1c1ccccc1[N+](=O)[O-] (stereo not given)	-1.1%	-9.5%	5.0%	i	-17.8%
COc1ccc(CC(=O)Nc2ccc(N3CCOCC3)cc2)cc1S(=O)(=O)N1CCOCC1	-4.6%	18.3%	3.1%	0.2%	-2.8%
CCOC(=O)N1CCN(C(=O)c2cc(-c3ccc(OCC)cc3)nc3ccccc23)CC1	-3.7%	-9.5%&3.1%	40.8%	i	4.4%
COCCNC(=O)c1cc(-c2cccs2)on1	0.6%	4.3%	.	0.2%	-5.0%
C/C(=N\Nc1c([N+](=O)[O-])c(C)nn1C)c1ccc(F)cc1F	-6.6%	-0.1%	1.8%	i	6.0%
COc1ccc(Cl)cc1NC(=S)NCc1cccnc1	2.3%	2.3%	?	0.4%	-0.6%
On1nnc2c3ccccc3c3ccccc3c21	2.1%	-6.7%	39.0%	0.5%	-5.5%
Cc1ccc(NC(=O)CN2c3cccc4cccc(c34)S2(=O)=O)cc1S(=O)(=O)N1CCOCC1	-3.9%	-3.7%	15.3%	6.1%	-2.5%
Cn1c(Cc2cccc3ccccc23)nnc1SCC(=O)N1CCN(c2cccc(Cl)c2)CC1	10.9%	18.6%	42.1%	3.6%	16.9%
COc1cccc(-c2cc(C(F)(F)F)nc(N3CCCCC3)n2)c1	15.1%	0.6%	-13.5%	1.1%	-24.5%
COc1ccc(C(F)(F)F)cc1N/C=C/c1nnnn1-c1ccc(C)cc1	-2.6%	-1.9%	-3.4%	2.0%	-18.5%
